VEEV TC-83 Vero = inhibitors of VEEV TC-83 cytopathic effect, confirmation, Vero cells (AID 588727); Vero cells, VEEV TC-83 cytopathic effect inhibition; higher % means a stronger effect; inhibition, % at 20 µM; hits with a dose series show IC50 in µM; 350,000 compounds, 0.13% hits; in the data active = a potency from the dose series; inconclusive = inhibition mostly from about 14% at the one dose, without a potency; inactive = the rest, 99 in 100 with inhibition below about 12%; note: strong numbers were not always called active
PhoP GFP inhibition = PhoP regulon inhibitors, Salmonella typhi PhoP promoter GFP reporter, confirmatory (AID 1850); Salmonella Typhi PhoP-promoter GFP reporter, fluorescence, 4 h; higher % means a stronger effect; inhibition, % at 50 µM, or IC50 in µM where a hit was titrated; 310,000 compounds, 0.33% hits; in the data active = a potency from the dose series; inconclusive = inhibition mostly from about 25% at the one dose, without a potency; inactive = the rest, 99 in 100 with inhibition below about 19%;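 note: 0% = induced wells with vehicle and 100% = uninduced wells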
influenza NS1A = H1N1 influenza NS1A inhibitors, functional cell based assay (AID 504329); one-dose inhibition, % at 12.5 µM; IC50 in µM for titrated hits; NS1A functional cell-based assay, percent inhibition; higher % means a stronger effect; 340,000 compounds, 0.3% hits; in the data active = a potency from the dose series; inconclusive = inhibition above about 27% without an active follow-up result; note: strong numbers were not always called active
M. tuberculosis HTS = M. tuberculosis growth inhibition, HTS (AID 449762); M. tuberculosis H37Rv growth inhibition, 7H9 media; higher % means a stronger effect; one-dose inhibition, % at 25 µM; IC50 in µM for titrated hits; 330,000 compounds, 0.59% hits; in the data active = a potency from the dose series; inconclusive = inhibition above about 70% without an active follow-up result;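 note: bacterial growth assessed after seven days of incubation; strong numbers were not always called active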
M. tuberculosis = growth inhibition of non-replicating M. tuberculosis (AID 488890) | 320,000 compounds, 0.39% hits | one-dose inhibition, % at 25 µM; IC50 in µM for titrated hits | Mycobacterium tuberculosis non-replicating, growth inhibition; higher % means a stronger effect; in the data active = a potency from the dose series; inconclusive = inhibition mostly from about 82% at the one dose, without a potency; inactive = the rest, 99 in 100 with inhibition below about 76%;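 note: plate controls were DMSO cells for no effect and high antibiotic wells for full effect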
VEEV TC-83 Vero 10K pilot screen = further read-out of VEEV TC-83 Vero, marked with its call; inhibition, %; measured here: 10K pilot screen inhibition
Starred values were filed as active, the others as inactive; i = inactive; ? = inconclusive; nt = not tested or not shown.

SMILES | VEEV TC-83 Vero | PhoP GFP inhibition | influenza NS1A | M. tuberculosis HTS | M. tuberculosis | others
Cn1c(=O)c(C(=O)NNC(=O)c2cccc(Cl)c2)c(O)c2ccccc21 | 9.7% | 0% | -1% | 0.8µM* | ?
CC12CCC(=O)C=C1CCC1C2C(O)CC2(C)C1CCC21OCC1=O (centres undefined) | 1.2% | nt | -20% | nt | nt
CC(C)=CC(=O)N1CCCC(N2CCN(c3ccccc3C)CC2)C1 (centres undefined) | 0.7% | -6% | -1% | 3% | -5%
Cc1ccc(/C=N/n2cnc3sc(C)c(C)c3c2=O)o1 | 4.3% | -2% | 1% | -6% | 13%
COc1ccc(S(=O)(=O)N(C)c2ccc(C(=O)Nc3cccnc3)cc2)cc1OC | 0.2% | -4% | -3% | -7% | 5%
O=C(CC(=O)c1ccccc1O)c1ccc(F)cc1 | 8.0% | 4% | -1% | ? | ?
C/C(CCc1ccccc1)=N/NC(=O)C(=O)NCc1ccccc1 | 0.9% | 3% | -1% | 3% | 5%
COc1ccccc1NC(=O)CN(C)S(=O)(=O)c1ccc2c(c1)CCC(=O)N2 | 1.0% | nt | 2% | 6% | 10%
CN(CC(=O)Nc1cccc(F)c1)C(=O)C1=COCCO1 | 0.7% | 5% | -7% | -7% | -18%
CCOc1ccccc1N1CCN(Cc2cn[nH]c2-c2ccc(F)cc2)CC1 | 75% | -4% | 3% | 5% | 9%
COc1cccc(C(=O)NNC(=O)c2ccccc2-n2cccc2)c1 | 1.7% | -3% | 4% | -7% | -3%
N#C/C(=C\c1c(Cl)cccc1Cl)c1nn(-c2ccccc2)c(-n2cccc2)c1C#N | 0.6% | -2% | 0% | -12% | 12%
Cc1ccc(N(CN2CCCC2=O)C(=O)c2ccc(OC(C)C)cc2)cc1 | 0.4% | 13% | -3% | 8% | 4%
COCCCNC(=O)C1CCC(CNS(=O)(=O)c2ccc3c(c2)CC(C)N3C(=O)C2CC2)CC1 (centres undefined) | 3.1% | 9% | 5% | -14% | 9%
Cc1nn(Cc2ccc(F)cc2)c(C)c1NC(=O)c1cc(-c2ccc3c(c2)OCO3)on1 | 2.1% | -7% | 9% | 0% | -1%
CN(Cc1ccccc1)S(=O)(=O)c1ccc2c(c1)NC(=O)CC(=O)N2 | 1.7% | -11% | -2% | -2% | 1%
CC(C)(C)S(=O)(=O)/C(C#N)=C/Nc1ccccn1 | 0.6% | 1% | nt | -7% | -3%
CC1=C(C(=O)OCc2ccccc2)C(c2ccc(-c3ccccc3)cc2)NC(=O)N1CCCCCC(=O)O (centres undefined) | 0.8% | -5% | 4% | 6% | 7%
NC(=O)c1cnn(-c2ccc3ccccc3c2)c1N | 3.0% | 11% | 3% | -4% | -13%
CCCCN(CCCC)C(=S)N/N=C/c1c(C)[nH]n(-c2ccccc2)c1=O | ? | -26% | -4% | 26% | 7%
COCCCn1c(SCC(=O)OC2CCCCC2)nnc1-c1cccs1 | i | -2% | 2% | -10% | 6%
O=C(CN1CCC(Cc2ccccc2)CC1)NC(=O)NCc1ccco1 | 0.8% | 4% | 3% | -11% | 20%
COC(=O)c1ccc(C)c(NC(=O)C2CC(=O)N(C3CCCC(C)C3C)C2)c1 (centres undefined) | i | nt | 2% | 9% | 15%
CCC(O)C1CCN(C(=O)c2ccc(OC3CCN(Cc4ccccn4)CC3)cc2)CC1 (centres undefined) | i | -10% | 2% | -11% | -13%
CC(=O)O/N=C(/C)c1ncc(C(F)(F)F)cc1N1CCOCC1 | i | -2% | -12% | 2% | -9%
The list continues.
SMILES | VEEV TC-83 Vero | PhoP GFP inhibition | influenza NS1A | M. tuberculosis HTS | M. tuberculosis | others
CC[C@]1(C(=O)OC)[C@H]2C(=O)N(Cc3ccccc3)C(=O)[C@H]2[C@H]2CN=C(SCc3ccccc3)N21 | 0.3% | nt | 6% | nt | nt
FC(F)Sc1ccc(NC(=S)N2CCN(c3ccccn3)CC2)cc1 | 2.2% | nt | -1% | nt | nt
Cc1ccc(C)c(NC(=S)NNC(=O)c2ccc(Br)o2)c1 | 1.4% | -6% | 5% | -6% | 34%
CCCC1=Nc2cc(C(=O)NCCCOC(C)C)ccc2Sc2ccccc21 | 7.0% | -10% | 7% | 5% | 14%
COc1ccc(OC)c(NC(=O)C2CCCN(S(C)(=O)=O)C2)c1 (centres undefined) | 0.1% | -2% | 3% | -3% | 7%
Fc1ccc(CSc2nnc(CN3CCOCC3)n2-c2ccccc2)c(Cl)c1 | 2.8% | -11% | -19% | -11% | 1%
O=C(c1cc2ccccc2o1)N1CCN(CCOc2ccccc2)CC1 | 9.5% | nt | 4% | nt | nt
CCc1ccc2c(c1)/C(=N/OC)C(=O)N2 | 0.3% | -1% | 8% | -3% | 24%
O=C(CC(=O)N/N=C/c1ccccc1)NCc1ccccc1 | i | -8% | 0% | 8% | 6%
O=[N+]([O-])c1ccc(C(=S)N2CCC(Cc3ccccc3)CC2)cc1 | i | -13% | 14% | 0% | 3%
COc1ccc(C(=O)Nc2nnc(S(=O)(=O)N3CCOCC3)s2)cc1 | 3.9% | 0% | -4% | 4% | 14%
Cc1ccc(/C=c2\sc3nc(-c4ccccc4Br)nn3c2=O)o1 | i | 16% | 7% | 10% | ?
C[C@H]1CN([C@@H](C)CO)C(=O)c2cccc(NC(=O)Nc3ccc(C(F)(F)F)cc3)c2O[C@@H]1CN(C)S(=O)(=O)c1ccccc1 | i | nt | 0% | ? | 25%
NS(=O)(=O)c1ccc(CCNC(=O)c2ccc(C(=O)c3ccccc3)cc2)cc1 | i | 7% | -11% | 1% | 5%
Cc1cc(OCC(=O)c2ccc(F)cc2)ccc1N1C(=O)CCC1=O | 0.7% | 5% | -4% | 4% | -17%
COc1cccc(NS(=O)(=O)c2ccc3c(c2)NC(=O)C(C)C(=O)N3)c1 (centres undefined) | 0.7% | -9% | -4% | -5% | 11% | VEEV TC-83 Vero 10K pilot screen=0.5
O=C(Nc1ccccc1OC(=O)N1CCCCC1)N1CCCCC1 | i | -4% | -12% | -1% | -13%
Cc1ccc(NC(=O)C2C(c3ccccc3)C2(Cl)Cl)c(C)c1 (centres undefined) | 3.4% | -4% | -4% | ? | 15%
C/C(=N\NC(=O)c1ccccc1)c1c(C)[nH]n(-c2ccccc2)c1=O | 11% | 2% | -20% | 3% | ?
COc1ccccc1-c1ccc2nnc(SCC(=O)N3CCCC3)n2n1 | i | 4% | -5% | -5% | -7%
O=C(COC(=O)Cc1ccsc1)Nc1cccc(Cl)c1 | 1.9% | nt | -18% | -1% | 0%
CC1(C)CC(=O)C=C(Nc2ccc(C(=O)O)c(O)c2)C1 | 1.9% | -4% | -3% | ? | 79%
CC(C)(/C=N/O)/[N+]([O-])=C/c1ccccc1C(F)(F)F | 0.7% | -6% | 21% | -10% | 1%
Cc1noc(C)c1NC(=O)Nc1cccc2c1O[C@@H](CN(C)Cc1ccc3c(c1)OCO3)[C@@H](C)CN([C@H](C)CO)C2=O | 0.3% | nt | 3% | -5% | 12%
NC(=O)c1nn(-c2ccccc2)c(=O)cc1O | 0.3% | -13% | 0% | 4% | -2%
Carrying on:
SMILES | VEEV TC-83 Vero | PhoP GFP inhibition | influenza NS1A | M. tuberculosis HTS | M. tuberculosis | others
CC(=O)Nc1cccc2c1OCCO2 | 4.1% | 2% | 0% | -1% | -1%
CC1(c2ccc(OC(F)F)cc2)NC(=O)N(/N=C/c2c(O)ccc3ccccc23)C1=O (centres undefined) | 0.7% | -44% | 3% | 3% | -9%
CC(C)(C)SCCNC(=O)Nc1ccccc1 | 1.5% | -7% | -11% | -12% | 17%
O=C(CN(Cc1ccc2c(c1)OCO2)C(=O)CNC(=O)c1ccco1)NC1CCCCC1 | 2.5% | -2% | 2% | -8% | -4%
O=C(NCCCN1CCN(CCCNC(=O)c2cccc([N+](=O)[O-])c2)CC1)c1cccc([N+](=O)[O-])c1 | i | -6% | -4% | 5% | -2%
COc1ccc(CNC(=O)COC(=O)/C=C/c2cccs2)cc1 | 3.0% | 5% | -4% | 2% | 74%
N#CC1=C2N=C(N)c3ccccc3N2C2=C(C(=O)CCC2)C1c1ccc(F)cc1 (centres undefined) | 7.3% | -2% | 14% | 13% | 32%
O=C(CSc1n[nH]c(=O)n1C1CC1)N1N=C(c2ccc(Cl)cc2)CC1c1ccco1 (centres undefined) | 1.7% | 0% | 9% | -7% | 6%
CCOC(=O)N1CCC(NC(=O)CCS(=O)(=O)c2ccc3c(c2)CCN3C(=O)CC)CC1 | 1.3% | 2% | 4% | -9% | -10%
COC(=O)c1cc(C(=O)N2CCc3ccccc32)cc([N+](=O)[O-])c1 | i | 5% | 0% | 7% | 7%
CCC(CO)Oc1cc(NCc2ccccc2C(F)(F)F)c2ncn(C(C)C)c2c1 (centres undefined) | i | nt | -23% | 9% | 21%
O=C(CCCN1C(=O)CSc2ncccc21)N1CCN(c2cccc(C(F)(F)F)c2)CC1 | 7.5% | -1% | -4% | 3% | 39%
O=[N+]([O-])c1cccc(-c2n[nH]c(=S)n2-c2ccc(Br)cc2)c1 | i | -5% | 5% | 0% | -17%
Cn1c(N)c(N=O)c(=O)n(C)c1=S | 2.5% | nt | -4% | nt | nt
COC(C/C=C\[C@H](O)[C@H](C)OCc1ccccc1)OC | i | -2% | 4% | 1% | -4%
Cc1ccc(/C=C/C(=O)NCCCn2ccnc2)cc1 | 0.0% | 5% | -2% | -1% | -2% | VEEV TC-83 Vero 10K pilot screen=0.1
Cc1ccccc1N=C(NOCc1ccccc1)c1nonc1N | 3.8% | 5% | -5% | 6% | 13%
COc1ccc(CNC(=O)c2ccc(S(=O)(=O)NCc3ccco3)cc2)cc1 | i | nt | -10% | 9% | 51%
CC(=O)Nc1ccc(S(=O)(=O)N2CCSCC2)cc1 | 1.7% | 16% | 2% | -7% | 4%
Cc1ccc(NC(=O)NCCCN2CCCC2=O)cc1 | 0.1% | 6% | 7% | -1% | -14%
O=C(CN1CCN(S(=O)(=O)c2ccc(Br)cc2)CC1)Nc1ccccc1F | 1.5% | 0% | 5% | 1% | -7%
O=[N+]([O-])c1cc2c(cc1C=Nc1ccccc1)OCO2 | 8.2% | -5% | 5% | -6% | 7%
COc1ccc(CC(=O)Nc2ccc(S(=O)(=O)N3CCCC3)cc2)c(OC)c1 | 7.7% | nt | -3% | 3% | 21%
CCCCn1c(CCNC(=O)c2ccco2)nc2ccccc21 | 4.0% | -13% | 1% | -1% | -2%
CCOC(=O)N1CCN(C(=O)c2ccc3c(=O)n(-c4ccc(OC)cc4)c(=S)[nH]c3c2)CC1 | 0.3% | 3% | 1% | -1% | -16%
Carrying on.
SMILES | VEEV TC-83 Vero | PhoP GFP inhibition | influenza NS1A | M. tuberculosis HTS | M. tuberculosis | others
O=[N+]([O-])c1ccc(-c2nc(NCc3cccnc3)c3ccccc3n2)cc1 | 0.2% | 1% | -6% | 13% | 12%
Cc1cc(C(=O)N2CCN(CCc3ccccc3)CC2)no1 | i | 0% | 3% | 2% | -14%
CCCCn1c(CCn2nc(C)c(Br)c2C)n[nH]c1=S | 2.0% | -13% | 8% | -10% | 28%
CC1Cc2nc(SCC(=O)OCc3ccccc3)n(C)c(=O)c2S1 (centres undefined) | 3.4% | -10% | 9% | -3% | 61%
CCCOc1ccc(C(=O)NCc2cccnc2)cc1 | 0.8% | -3% | -5% | 1% | 4%
CN(Cc1ncc[nH]1)Cc1cn(-c2ccccc2)nc1-c1ccc2c(c1)OCO2 | i | 8% | -7% | 10% | 28%
COc1ccc(CN(C)C(=O)c2cccc(NS(=O)(=O)c3ccccc3)c2)cc1F | 0.5% | -27% | 2% | 2% | 8%
Cc1ccc(O)c(C(=O)c2cc(C#N)c(=O)n(-c3nccs3)c2)c1 | 7.2% | -1% | 7% | 9% | 82%
